# Screening results deposited in PubChem by several laboratories.
# 3CLpro inhibitor – SARS-CoV 3CLpro protease inhibition; recombinant SARS-CoV 3CLpro, quenched FRET peptide cleavage; hit rate 0.14% among 290,000; P0C6X7; inhibition, % at 6 µM; AID 1706; in the data active means inhibition above about 12%
# Vc quorum ag – quorum light induction in luxS cqsA deficient V. cholerae; V. cholerae BH1578 lux reporter, luminescence, 6 h; activation, % at 18.7 µM; hit rate 0.16% among 350,000; AID 588436; in the data active means activation mostly above about 9.7%, no sharp cut-off; inconclusive means no clear call, values can overlap the other calls; inactive means mostly below about 3.7%; further: not every result past the cut was called active; inactives centre near 0; reference of the scale not given here
# VHR inh abs – blocks human VHR1 dual specificity phosphatase | recombinant VHR phosphatase, pNPP absorbance | inhibition, % at 13.3 µM | hit rate 0.52% among 290,000 | AID 1654 | P51452; in the data active means inhibition above about 50%; further: some compounds called inactive have numbers as strong as hits
# Rv3671c protease – inhibitors of M. tuberculosis serine protease Rv3671c; inhibition, % at 5.96 µM; hit rate 0.048% among 320,000; AID 2606; in the data active means inhibition above about 38%;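 further: extracellular domain of Rv3671c used as enzyme; 0% = enzyme with DMSO and 100% = no enzyme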
# SSB-PriA inh – K. pneumoniae PriA-SSBct interaction inhibition. inhibition, % at 33 µM. hit rate 0.6% among 430,000. AID 1272365. AlphaScreen SSBct-PriA binding, biotinylated peptide; in the data active means inhibition mostly above about 37%, no sharp cut-off; inactive means mostly below about 20%;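 further: plate controls were negative control peptide for no effect and reference peptide for full effect; strong numbers were not always called active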
# Anthrax LF prot – anthrax lethal factor protease inhibition | P15917 | multiplex microsphere protease cleavage assay, LF | inhibition, % at 10 µM | hit rate 0.12% among 360,000 | AID 588501; in the data active means inhibition above about 30%; inconclusive means no clear call, values can overlap the other calls; further: plate controls were buffer without enzyme for full effect and enzyme alone for no effect
# Target sequence (P15917 whole entry, looked up): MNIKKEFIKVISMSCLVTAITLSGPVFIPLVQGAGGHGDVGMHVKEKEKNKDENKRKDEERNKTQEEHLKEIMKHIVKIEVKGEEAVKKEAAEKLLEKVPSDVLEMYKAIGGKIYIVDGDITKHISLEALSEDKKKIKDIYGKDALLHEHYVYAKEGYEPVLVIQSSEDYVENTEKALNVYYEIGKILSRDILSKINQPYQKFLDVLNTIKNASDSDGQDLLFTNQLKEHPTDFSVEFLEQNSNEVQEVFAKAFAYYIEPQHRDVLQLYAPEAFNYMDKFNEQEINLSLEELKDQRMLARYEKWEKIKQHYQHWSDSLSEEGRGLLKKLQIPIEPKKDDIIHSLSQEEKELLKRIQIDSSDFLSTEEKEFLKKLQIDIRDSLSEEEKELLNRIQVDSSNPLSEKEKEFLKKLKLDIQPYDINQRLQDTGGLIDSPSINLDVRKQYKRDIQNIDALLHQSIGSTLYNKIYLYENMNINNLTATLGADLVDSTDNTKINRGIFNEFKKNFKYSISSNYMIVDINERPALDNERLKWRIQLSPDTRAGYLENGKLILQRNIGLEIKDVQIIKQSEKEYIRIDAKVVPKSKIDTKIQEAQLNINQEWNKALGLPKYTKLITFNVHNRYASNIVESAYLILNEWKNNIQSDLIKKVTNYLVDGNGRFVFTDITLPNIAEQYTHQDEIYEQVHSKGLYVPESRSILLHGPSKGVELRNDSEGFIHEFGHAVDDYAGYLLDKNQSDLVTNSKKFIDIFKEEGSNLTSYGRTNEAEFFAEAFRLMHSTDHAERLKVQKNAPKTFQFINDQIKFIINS
# MazF activator – activators of E. coli MazEF toxin-antitoxin RNase | FAM/BHQ RNA-DNA oligo cleavage fluorescence, 5 h | activation, % at 20 µM | hit rate 0.32% among 350,000 | AID 504720; in the data active means activation above about 50%
# Target sequence (P0AE70 whole entry, looked up): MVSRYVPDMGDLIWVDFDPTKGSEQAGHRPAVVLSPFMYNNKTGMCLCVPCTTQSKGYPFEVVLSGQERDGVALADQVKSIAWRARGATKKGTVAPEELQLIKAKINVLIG
# Y pestis TopoI – blocks Yersinia pestis topoisomerase I activity; AID 504884; Y. pestis Topo-I cleavage product accumulation, plate reader; hit rate 0.064% among 360,000; activity, % at 10 µM; in the data active means activity above about 50%, passing the limit was not always enough; inconclusive means no clear call, values can overlap the other calls; further: inactives centre near 2
# TcdB GH inh – inhibitors of Clostridioides difficile toxin B glycohydrolase. P18177. TcdB glycohydrolase enzymatic assay, plate reader. inhibition, % at 9.99 µM. hit rate 0.24% among 350,000; in the data active means inhibition above about 10%
# PfHsp40 rescue – restores yeast growth despite PfHsp40 toxicity. S. cerevisiae expressing PfHsp40, growth rescue, ATP luminescence. growth rescue, % at 12.5 µM. hit rate 0.68% among 340,000. AID 504582; in the data active means growth rescue above about 28%, passing the limit was not always enough; inconclusive means no clear call, values can overlap the other calls;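 further: yeast W303a lacking pdr1 and pdr3 grown in galactose medium; growth measured after three days at 30 °C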
# Active calls of the source: *; i = inactive; ? = inconclusive; nt = no result given; & = joins results of further samples. This is a subset; the hit share may differ from the screen's.
SMILES,3CLpro inhibitor,Vc quorum ag,VHR inh abs,Rv3671c protease,SSB-PriA inh,Anthrax LF prot,MazF activator,Y pestis TopoI,TcdB GH inh,PfHsp40 rescue
COc1ccc(-c2cn3cccnc3n2)cc1NC(=O)C1CCCC1,-5,-0.2,10,-5,2,-4,6,12,nt,0.1
CCCNC(=O)C(Sc1ccccc1)c1ccccc1 (stereo unspecified),3,-0.4,-13,-4,-9,-1,-4,4,-0.5,-2.6
O=C(NCCc1c[nH]c2ccccc12)C1CCN(S(=O)(=O)c2ccc(F)cc2)CC1,0,i,17,12,6,6,0,2,0.7,-1.1
C/C(Cc1ccccc1)=N\NC(=O)CNC(=O)COc1cccc(C)c1,-1,-0.7,5,3,nt,-12,3,11,0.1,0.0
COc1ccc(OC)c(N(CC(=O)N2CCCC2)S(C)(=O)=O)c1,-2,-0.8,47,0,-5,-11,-15,0,-0.2,0.3
Cc1cccc(C)c1NC(=O)CSc1nnc(-c2ccoc2C)n1CCc1ccccc1,0,-0.5,7,-9,12,1,-1,8,nt,-0.4
CCCOc1ccc(/C=N/NC(=O)CSCc2ccc([N+](=O)[O-])cc2)cc1OCC,-2,-0.4,43,0,nt,6,-2,22,1.9,0.3
CN(Cc1cccs1)C(=O)CSc1nnnn1C,1,-2.2,8,-1,-5,0,4,-5,nt,0.0
Cc1c(C(=O)N2c3ccccc3CC2C)oc2ccccc12 (stereo unspecified),0,i,-8,-4,-24,0,-5,15,1.4,5.8
O=C(c1cccc([N+](=O)[O-])c1)n1nc(-c2ccccc2)nc1NCc1ccccc1,-1,-0.2,-4,2,-9,0,-3,4,nt,-0.5
Cc1ccc2cc(CN(Cc3ccc4c(c3)OCO4)Cc3nnnn3Cc3ccco3)c(=O)[nH]c2c1C,-1,-0.9,6,-18,12,1,-5,-12,nt,1.2
O=C(NCC(=O)N(Cc1ccc(F)cc1)C(C(=O)NC1CCCC1)c1ccco1)c1ccco1 (stereo unspecified),-4,i,-3,-2,-14,-2,1,2,-1.7,0.5
COc1cc2c(cc1OC)CN(S(=O)(=O)c1ccccc1F)CC2,5,i,-15,-2,-4,8,20,-2,3.0,-0.8
O=C(COc1cccnc1[N+](=O)[O-])N1N=C(c2ccc(Cl)cc2)CC1c1ccco1 (stereo unspecified),0,-1.0,16,0,-7,-2,2,12,-0.3,-0.3
Cc1nc(SCC(=O)O)c(C#N)c2c1CCCC2,-2,0.0,16,-1,14,-1,-29,1,0.4,-0.5
Cc1cccc(N2N=C(C(=O)OCC(=O)c3ccccc3)CCC2=O)c1,nt,i,nt,2,-3,-10,5,5,0.3,-0.6
COc1ccc(-c2cc(C(=O)Nc3ccccc3O)c3ccccc3n2)cc1OC,2,-0.3,19,-36,-5,5,3,9,0.6,9.8
C#CCNc1c2c(nc3nnnn13)CCCC2,1,i,11,0,-4,-3,-14,4,3.2,-0.1
COc1cc(OC)cc(C(=O)OCC(=O)NC(C)CCc2ccccc2)c1 (stereo unspecified),7,-0.2,-12,10,-1,0,-14,11,1.0,-1.1
COc1ccc2oc(=O)c(C(=O)NCc3ccc(C)cc3)cc2c1,-2,-1.4,-6,-3,-7,13,4,-6,-0.3,2.2
Cc1cccc(C(=O)NC(=S)Nc2ccc(S(=O)(=O)N3CCCCC3)cc2)c1,-1,i,18,-17,14,-2,2,3,nt,1.9
O=C(Nc1cccc(C(=O)N2CCCC2)c1)c1ccccc1,-8,i,2,-3,-4,1,4,-2,-1.6,-0.3
COc1ccc(C2CC(c3ccccc3)=NN2C(=O)COC(=O)CNC(=O)c2ccccc2)cc1 (stereo unspecified),-2,i,-2,-3,-6,-3,-5,10,1.2,2.0
CCO[C@H]1OC(C(=O)N2CCOCC2)=C[C@@H](C)[C@@H]1CCCO,-6,-0.6,7,10,-1,-3,-5,1,0.2,-0.5
O=C(NCc1ccco1)C(=O)NCC1OCCCN1S(=O)(=O)c1ccc(F)cc1 (stereo unspecified),-1,-0.2,-3,-1,0,-2,0,7,nt,-0.2
O=C(O)CSc1nnc(-c2cccc(S(=O)(=O)N3CCOCC3)c2)n1-c1ccc(F)cc1,nt,0.6,nt,-2,-6,?,9,4,0.2,0.3
CCc1nc2ccc(C(=O)NCc3cccs3)cn2c1N(CCC(C)C)CCN(C)C,nt,-4.5,nt,nt,nt,-3,nt,-5,0.8,nt
Cc1ccc(C)c(S(=O)(=O)N2CCN(C(=O)CCC(=O)c3cc(C)sc3C)CC2)c1,nt,5.6,nt,7,-28,-1,-4,26,-3.2,-0.6
O=Nc1c(-c2ccccc2)cc2ccccn12,2,-0.8,11,8,13,-6,2,-11,1.1,-0.5
CCC[C@H]1COCCS(=O)(=O)N1Cc1ccccc1F,4,-2.1,20,1,-9,0,6,-7,1.2,-0.7

# The closing 4 records of the part before are carried over, then new ones follow:
SMILES,3CLpro inhibitor,Vc quorum ag,VHR inh abs,Rv3671c protease,SSB-PriA inh,Anthrax LF prot,MazF activator,Y pestis TopoI,TcdB GH inh,PfHsp40 rescue
CCc1nc2ccc(C(=O)NCc3cccs3)cn2c1N(CCC(C)C)CCN(C)C,nt,-4.5,nt,nt,nt,-3,nt,-5,0.8,nt
Cc1ccc(C)c(S(=O)(=O)N2CCN(C(=O)CCC(=O)c3cc(C)sc3C)CC2)c1,nt,5.6,nt,7,-28,-1,-4,26,-3.2,-0.6
O=Nc1c(-c2ccccc2)cc2ccccn12,2,-0.8,11,8,13,-6,2,-11,1.1,-0.5
CCC[C@H]1COCCS(=O)(=O)N1Cc1ccccc1F,4,-2.1,20,1,-9,0,6,-7,1.2,-0.7
CC(CNc1ccc([N+](=O)[O-])cc1)NC(=O)c1ccccc1Br (stereo unspecified),3,-8.0,-4,-5,-17,-4,-6,-2,nt,0.8
CC(C)(C)c1ccc(C2C(C(=O)c3ccco3)=C(O)C(=O)N2CC2CCCO2)cc1 (stereo unspecified),4,-1.8,2,-4,8,5,4,8,0.4,1.6
COc1ccc(N2CCN(C3CCCN(C(=O)CSC)C3)CC2)cc1 (stereo unspecified),3,0.5,10,-4,-10,7,0,-10,1.8,-0.8
O=C(O)CCc1ccc(-c2cccs2)n1NC(=O)c1ccc(Cl)cc1Cl,0,-0.2,6,8,-10,0,7,6,nt,0.3
CC1=CC(C)(C)N2C(=O)C3(C(C#N)=C(N)Oc4cc(O)ccc43)c3cccc1c32 (stereo unspecified),4,i,-8,-26,17,-1,4,-6,nt,-1.5
COC(=O)C1C2CC3c4[nH]c5cc(OC)ccc5c4CCN3CC2CC(OC(=O)CC(C)=O)C1OC (stereo unspecified),nt,nt,nt,nt,2,-8,-5,1,1.9,0.3
Cc1ccc2c(c1)nnn2C1CCN(CC(=O)NCc2ccccc2F)CC1,3,0.4,17,-1,-5,-1,8,-1,1.2,4.3
Cc1ccc(C)c(N2CCN(S(=O)(=O)c3cc4c(cc3Cl)NC(=O)CO4)CC2)c1,-5,i,37,-9,-4,-13,-9,12,6.0,-1.1
CC(NC(=O)COC(=O)CCc1ccccc1)c1ccccc1 (stereo unspecified),-2,-0.7,-1,4,-1,-1,1,-3,nt,-0.3
Cc1nc(C(=O)NC2CC2)sc1C1(C)CC(c2cccc([N+](=O)[O-])c2)=NO1 (stereo unspecified),nt,-0.6,3,-1,3,-1,1,5,nt,-0.9
CC(c1ccccc1)N1C(=O)OC(C)(C)C1(C)O (stereo unspecified),nt,i,nt,nt,-8,3,7,6,1.9,-1.0
COCc1nnc(NC(=O)c2ccccc2Oc2ccccc2)s1,-1,i,22,6,-19,-4,0,-14,3.0,0.5
CCCCCC(=O)NNC(=O)c1ccc(-c2ccccc2)cc1,7,-0.2,-7,-11,-15,0,-2,0,-0.1,2.1
COc1ccc(CNC(=O)CN(CCC(C)C)S(=O)(=O)c2ccc3c(c2)OCCO3)cc1,7,0.8,-6,-4,-22,-2,2,14,0.3,3.8
O=C(O)/C=C/c1ccc(OCc2cccc(F)c2)cc1,4,i,4,2,-11,2,1,-8,-0.7,0.3
CC(=O)Nc1cccc(NC(=O)c2ccccc2OCc2ccccc2)c1,-4,-0.3,17,-1,14,1,11,18,0.5,-0.4
C=CCn1c(C)c(C(C)=O)c(N2CCN(C(c3ccccc3)c3ccccc3)CC2)nc1=S,0,nt,16,-1,7,1,7,29,0.4,1.2
CCOC(=O)[C@@H]1CCN(Cc2ccccc2)C[C@H]1c1ccccc1,1,i,-13,-2,-2,8,-5,3,2.3,nt
Cc1[nH][nH]c(=O)c1C(c1ccc(Br)cc1)c1c(C)[nH][nH]c1=O,-2,i,13,-6,5,nt,-17,2,-0.2,-1.5
CN1CCC(=NNC(=O)CSc2ccc(Cl)cc2)CC1,0,i,11,8,-8,3,3,1,-2.2,-0.5
O=C(O)c1ccc(NS(=O)(=O)c2ccc(Cl)c(Cl)c2)cc1O,-1,-0.5,13,-5,-9,-1,5,-6,nt,1.1
Cc1cc(C)cc(NC(=O)COC(=O)Cc2ccccc2F)c1,nt,i,nt,7,-9,-1,5,6,-0.8,1.1
NS(=O)(=O)c1ccc(-c2c(-c3ccccc3)sc3ccccc23)cc1,nt,-0.6,nt,-12,-1,-7,-15,14,0.3,1.9
Cc1nn(-c2ccccc2)c2c1P(=O)(O)/C(=C1\N(C)c3ccccc3C1(C)C)C=N2,-3,-0.5,21,-15,-23,9,-8,14,0.3,-2.3
c1ccc(C2Nc3ccccc3-c3nc4ccccc4n32)cc1 (stereo unspecified),-5,6.7,-6,4,-9,-9,0,1,nt,0.1
CCOC(=O)c1sc(NC(=O)CSc2nncs2)c(C(=O)OCC)c1C,-5,-0.5,29,-4,-1,1,10,0,nt,-0.3
Cc1ccc(-c2cc(C(=O)N(C)CC(=O)Nc3ccccc3Br)c3ccccc3n2)o1,nt,-2.2,nt,-8,-12,-1,5,11,0.1,-1.4
O=[N+]([O-])c1cc2ncccc2c2ncccc12,nt,i,nt,nt,nt,-9,1,-3,0.7,nt
COC(=O)CSc1cc(C(=O)c2nccn2C)c2ccccc2n1,6,-0.7,24,-12,0,1,1,-4,6.1,0.3
O=S(=O)(/N=C(/Nc1ccc(Cl)c(S(=O)(=O)N2CCOCC2)c1)c1ccc(F)cc1)c1ccccc1,1,-0.8,-9,-19,nt,-5,0,11,0.0,-0.3
CCC(C)c1ccccc1NC(=O)CN1CCN(C/C=C/c2ccccc2)CC1 (stereo unspecified),-2,1.1,9,9,-9,3,1,4,0.9,0.6
O=C(NCCS(=O)(=O)NCc1cccs1)c1ccccc1,nt,i,nt,nt,-12&-6,-5,-8,0,2.1,nt
CS(=O)(=O)c1ccc(NS(=O)(=O)c2ccc3ccccc3c2)cc1,1,-0.8,2,10,4,3,-8,-5,0.8,-1.4
C=CCNC(=S)NNC(=O)CSc1nc2ccccc2s1,-1,i,-23,-4,-5,-1,-2,7,0.7,-0.1
CC1CCCCC1NC(=O)CCCn1c(=S)[nH]c2ccsc2c1=O (stereo unspecified),0,i,-15,-8,-5,-2,10,-1,1.7,-1.7
CCOC(=O)Cc1csc(NC(=O)c2cc(C)c(C)s2)n1,nt,-2.7,nt,-6,-1,11,3,-6,-8.8,1.8
CCN(CC)Cc1c(O)c(Cl)cc2c3c(c(=O)oc12)CCCC3,-1,i,16,-3,1,3,-10,2,nt,-2.5
Cc1ccc2nc3nc(NCC4CCCO4)c(C(=O)NC4CCCC4)cc3c(=O)n2c1 (stereo unspecified),-2,-0.4,-28,-2,-3,-2,17,-6,nt,-0.4

# Quoted from the listing.
# Rv3671c protease, CCOC(=O)Cc1csc(NC(=O)c2cc(C)c(C)s2)n1 reads -6
# Y pestis TopoI, O=C(NCCS(=O)(=O)NCc1cccs1)c1ccccc1 reads 0
# PfHsp40 rescue, CCC(C)c1ccccc1NC(=O)CN1CCN(C/C=C/c2ccccc2)CC1 (stereo unspecified) reads 0.6
